CHT allo act: allosterically activates the human high affinity choline transporter; Q9GZV3; CHT-expressing cells, membrane potential dye, choline EC20; active compounds read high; LV-AA mutant CHT in HEK293 cells; B-score at 10 µM; 310,000 compounds, 0.49% hits; AID 488977;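 active = initial fluorescence not abnormally high and integrated response B-score, plate-corrected, over 3 SD above library mean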
Target sequence (Q9GZV3 whole entry, looked up): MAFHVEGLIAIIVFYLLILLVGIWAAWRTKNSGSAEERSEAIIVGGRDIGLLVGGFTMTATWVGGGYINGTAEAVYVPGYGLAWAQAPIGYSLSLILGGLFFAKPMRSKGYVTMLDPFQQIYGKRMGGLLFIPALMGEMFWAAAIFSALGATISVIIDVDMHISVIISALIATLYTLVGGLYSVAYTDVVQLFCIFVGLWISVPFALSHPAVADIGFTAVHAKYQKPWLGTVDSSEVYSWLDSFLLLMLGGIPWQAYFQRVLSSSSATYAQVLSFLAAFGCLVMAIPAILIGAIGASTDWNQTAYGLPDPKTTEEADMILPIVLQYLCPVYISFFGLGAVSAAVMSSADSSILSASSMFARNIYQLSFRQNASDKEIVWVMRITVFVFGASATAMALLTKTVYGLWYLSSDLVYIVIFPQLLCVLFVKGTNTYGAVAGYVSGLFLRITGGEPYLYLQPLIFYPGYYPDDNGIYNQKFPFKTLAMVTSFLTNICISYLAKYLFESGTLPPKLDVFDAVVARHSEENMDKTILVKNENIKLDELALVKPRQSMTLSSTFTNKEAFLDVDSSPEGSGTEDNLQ
CHT block: human CHT choline transport inhibition | B-score at 10 µM | CHT-expressing cells, membrane potential dye, choline response; active compounds read low | 310,000 compounds, 0.86% hits;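 active = B-score over 3 SD under the library average, and starting fluorescence ratio not unusually high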;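 also: choline stimulus applied at its EC90 after an EC20 pre-addition; B-score computed on integrated fluorescence ratio after choline addition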
* hit, by the source's call; i = inactive.

Values run as follows: CHT allo act, CHT block
- c1coc(-c2nnc(-c3ccco3)nn2)c1
→ i, i
- CCN(CC)CCNC(=O)c1ccc(N2CCCCC2)c(NS(=O)(=O)c2ccc(C)cc2)c1
→ i, -5.59*
- CCOc1ccccc1C1NC(=O)NC(C)=C1C(=O)OC1CCCCC1 (stereo not given)
→ i, i
- COc1ccc(CN(C(=O)COc2ccccc2)c2ccccc2C(=O)O)cc1
→ i, i
- Fc1ccc(-n2nnc(-c3ccccc3)n2)cc1
→ i, i
- CC(=O)CSc1nnc(-c2ccncc2)n1C
→ i, i
- Cc1ccc(N(CC(=O)NC2CCCCC2)C(=O)Cn2nnc(-c3ccc(C)o3)n2)cc1
→ i, i
- COc1ccc(CNC(=O)CN(C(=O)CCC(=O)Nc2nccs2)c2ccc3c(c2)OCO3)cc1
→ i, i
- COc1ccc(Cl)cc1NC(=O)CSc1nncn1-c1cccnc1
→ i, i
- CC(C)C(=O)Nc1ccc2c(c1)oc1ccccc12
→ i, i
- CCc1ccccc1NC(=O)CCC(=O)Nc1nnc(C(C)C)s1
→ i, i
- CC(N=C(NC#N)Nc1ccncc1)C(C)(C)C (stereo not given)
→ i, i
- CCOC(=O)N1CCN(S(=O)(=O)N2CCCC(C(=O)NCCCN3CCCCC3CC)C2)CC1 (stereo not given)
→ i, i
- CCn1c(CNC(=O)COc2ccc(C(C)C)cc2)nnc1SCC(=O)Nc1ccc(F)cc1
→ i, i
- CC1CCCCN1S(=O)(=O)c1ccc(C(=O)Nc2ccccc2-c2nc3ccccc3s2)cc1 (stereo not given)
→ i, i
- Cc1ccccc1-n1c(=O)cc(NCc2ccc3c(c2)OCO3)[nH]c1=O
→ i, i
- COC(=O)c1ccc(/C=C/c2c(-c3ccsc3)sc3ccccc23)cc1
→ i, i
- Cc1ccc2nc(N(CCCN(C)C)C(=O)CCc3ccccc3)sc2c1
→ i, i
- CCN(CC)C(=O)Cn1cc(C(=O)C(=O)NCCCN2CCOCC2)c2ccccc21
→ i, i
- CN(C)c1c2ccccc2nc2c(F)c(F)c(F)c(F)c12
→ i, i
- O=C(CN1CCOc2ccccc21)NC1CCCCCCC1
→ i, i
- Cc1ccc(N2C(=O)CC(Sc3nc4ccccc4o3)C2=O)cc1Cl (stereo not given)
→ i, i
- COc1cc2nc(Cl)nc(NCCO)c2cc1OC
→ i, i
- Cc1ccc(C(=O)CSc2nc3ccccc3o2)cc1
→ i, i
- O=C(Nc1ccccc1)/C(=C/c1ccc(O)cc1)NC(=O)c1ccco1
→ i, i
- CCOC(=O)c1c(NC(NC(=O)C(C)C)C(Cl)(Cl)Cl)sc2c1CCC2 (stereo not given)
→ i, i
- Cc1ccc2cc(CN(CCCN(C)C)C(=O)NCc3ccccc3)c(=O)[nH]c2c1C
→ i, i
- CCOC(=O)c1c(C)[nH]c(C(=O)COC(=O)CNC(=O)C2CCCCC2)c1C
→ i, i
- CCn1cc(C(=O)O)c(=O)c2cnc(N3CCN(C(=S)NC(=O)c4ccc(Br)cc4)CC3)nc21
→ i, i
- COc1ccccc1NC(=O)CCC(=O)c1ccc(-c2ccccc2)cc1
→ i, i
- Cc1cc(NC(=O)c2ccc([N+](=O)[O-])cc2)no1
→ i, i
- CCOC(=O)C1=C(C)NC(=S)N(C(C)=O)C1c1ccc(Cl)cc1 (stereo not given)
→ i, i
- Cc1ccc(S(=O)(=O)N(C)CC(=O)OCC(=O)c2c(N)n(C)c(=O)n(C)c2=O)cc1
→ i, i
- CCOc1ccc(-n2c(SCC(=O)Nc3ccccc3C)n[nH]c2=O)cc1
→ i, i
- Cc1ccccc1CC1(CO)CCCN(C(=O)c2cccc(Cl)c2)C1 (stereo not given)
→ i, i
- Cc1ccc(CNC(=O)c2cc3cc(Br)ccc3oc2=N)cc1
→ i, i
- Cc1c(C(=O)Nc2ccc(F)cc2)c2ccccn2c1CCc1ccncc1
→ i, i
- c1csc(-c2nc(-c3ccc(-c4ccon4)s3)no2)c1
→ i, i
- CCOC(=O)/C(C#N)=C\c1c(C)cc(C)c(COC(C)=O)c1C
→ i, i
- COc1ccc(-n2c(=O)cc(N3CCN(Cc4ccccc4)CC3)[nH]c2=O)cc1
→ i, i
- CCN(c1ccc(OC)cc1)S(=O)(=O)c1nnc(NC(=O)COc2ccc(F)cc2)s1
→ i, i
- CC(=O)N1CCN(CCN(CC2C(C)C=C(C)CC2C)C(C)=O)CC1 (stereo not given)
→ i, i
- Clc1ccc(COn2c(-c3ccccc3)nc3ccccc32)cc1
→ 6.45*, i
- O=C(CN1CCOCC1)NNC(=S)Nc1ccc(Cl)cc1
→ i, i
- Cc1nnsc1-c1c(C(=O)N2CCOCC2)c(C)nn1-c1ccc(Cl)cc1
→ i, i
- COc1ccc(CC(=O)NCc2csc(-c3cccs3)n2)cc1OC
→ i, i
- COc1ccc(OC)c(/C=C2\SC(=S)N(C(C(=O)O)c3ccccc3)C2=O)c1 (stereo not given)
→ i, i
- COCCNC(=O)C(c1ccc(C)cc1)N(CCOC)C(=O)CCC(=O)Nc1ccccn1 (stereo not given)
→ i, i
- N#CC1=C(N)Oc2n[nH]c(-c3ccccc3)c2C1c1cccnc1 (stereo not given)
→ i, i
- Cc1ccc(/C=C/C(=O)NC2CCS(=O)(=O)C2)cc1 (stereo not given)
→ i, i
- CC(C)C(=O)Nc1ncc(Cc2ccccc2Cl)s1
→ i, i
- Cc1cc(SCC(=O)c2ccc(Cl)cc2)nc(=O)[nH]1
→ i, i
- CN(C)CCCNC(NC(=O)c1cccs1)C(Cl)(Cl)Cl (stereo not given)
→ i, i
- CCOC(=O)c1c(C)[nH]c(C(=O)COC(=O)/C=C/c2ccc(OCC#N)c(OC)c2)c1C
→ i, i
- CCOC(=O)c1ccc(COC(=O)CCc2nc3ccccc3[nH]c2=O)o1
→ i, i
- O=C(c1c(F)cccc1F)N1CCC(O)(c2cccnc2)CC1
→ i, i
- C[C@@H](NC(=O)c1coc(=O)c(Br)c1)c1ccccc1
→ i, i
- Cc1nnc(C)n1N
→ i, i
- C/C=N/NC(=O)CCCC(=O)N/N=C/C
→ i, i
- CCSC1=N/C(=C\c2ccc(-c3ccccc3[N+](=O)[O-])o2)C(=O)S1
→ i, i

Records listed above shown as hits in CHT block:
Structure,CHT block
CCN(CC)CCNC(=O)c1ccc(N2CCCCC2)c(NS(=O)(=O)c2ccc(C)cc2)c1,-5.59*

Remaining list, next part
Values run as follows: CHT allo act, CHT block
- C#Cc1cccc(NC(=O)CSc2nnc(-c3ccc(C(F)(F)F)cn3)o2)c1
→ i, i
- CN1CCC(=O)N(CCSc2ccccc2)CC1
→ i, i
- O=C(O)c1nnn(-c2ccc([N+](=O)[O-])cc2)c1-c1ccccc1
→ i, i
- CCOC(=O)C(=O)Nc1nnc(COc2ccccc2)s1
→ i, i
- Cc1occc1-c1nnc(SCC(=O)c2ccc3c(c2)OCCO3)n1CC1CCCO1 (stereo not given)
→ i, i
- O=C1CC(c2ccc(O)c(O)c2)Oc2cc(O)cc(O)c21 (stereo not given)
→ i, i
- COc1ccc2c(c1OC)C(=O)N1C2SC[C@H]1C(=O)NC1CC1 (stereo not given in full)
→ i, i
- Cc1nc2c(-c3ccccc3)c[nH]n2c(=O)c1Cc1ccccc1
→ i, i
- CCC[C@@H]1CCCO[C@@](C(=O)NCCN2CCOCC2)(C(F)(F)F)C1
→ i, i
- COc1ccc(C(=O)Nc2ccccc2C(=O)N/N=C/c2ccc(O)c(OC)c2)cc1
→ i, i
- CCOC(=O)c1cccc(NC(=O)Nc2cc(OC)ccc2OC)c1
→ i, i
- COc1ccc(C2=NN(c3nc4ccccc4s3)C(=O)C2)cc1
→ i, i
- COc1cc(OC)c([N+](=O)[O-])cc1/C=N/NC(=O)c1ccncc1
→ i, i
- COc1ccc(CN2C(=O)c3ccccc3C(/C=N\OCc3ccc(F)cc3)C2=O)cc1 (stereo not given)
→ i, i
- Cc1ccc(NC(=O)N2CCC(C(=O)NCC(C)C)CC2)cc1
→ i, i
- CC(=O)c1cc(-c2ccccc2)n(CC(=O)N2CCCC2)c1C
→ i, i
- CCOC(=O)/C(C#N)=C/c1c[nH]c2ccccc12
→ i, i
- CCNC(=O)c1cnn(-c2ccccc2)c1-c1ccccc1
→ i, i
- COc1ccc(CC(=O)Nc2oc(-c3ccccc3)c(-c3ccccc3)c2C#N)cc1OC
→ i, i
- N[C@@H](Cc1ccccc1)c1nnc(SC/C=C/c2ccccc2)o1
→ i, i
- CCOC(=O)N1CCN(c2cc(=O)n(-c3ccc(C)cc3)c(=O)[nH]2)CC1
→ i, i
- O=C(NCCN1CCCCC1)Nc1cccc(Cl)c1Cl
→ i, i
- O=C(CSc1nnc(-c2cccc(S(=O)(=O)N3CCOCC3)c2)n1C1CCCCCC1)NCc1ccccc1
→ i, i
- CC1CCCCN1Cc1ccc(-c2nn[nH]n2)cc1 (stereo not given)
→ i, i
- O=C(NCC(=O)N1CCN(c2ccccc2)CC1)c1cccs1
→ i, i
- CN(C)c1ccnc(-n2cccc2/C=N/O)c1C#N
→ i, i
- Cc1ccccc1NC(=S)NCCSc1ccc(Cl)cc1
→ i, i
- CC(=O)OCC(=O)Nc1ccc(Cl)cc1Cl
→ i, i
- COc1ccc(C2(O)CCN(C(=O)Cc3cccnc3)CC2)cc1
→ i, i
- Cc1ccc(C(=O)N2CCCCCC2)cc1S(=O)(=O)Nc1ccccc1
→ i, i

Some of the entries so far, in CSV form:
smiles,CHT allo act,CHT block
COc1ccc(CC(=O)Nc2oc(-c3ccccc3)c(-c3ccccc3)c2C#N)cc1OC,i,i
N[C@@H](Cc1ccccc1)c1nnc(SC/C=C/c2ccccc2)o1,i,i

3 entries from above, set out differently:
Compound: O=C(NCC(=O)N1CCN(c2ccccc2)CC1)c1cccs1
  CHT allo act: i
  CHT block: i

Compound: CCOC(=O)/C(C#N)=C/c1c[nH]c2ccccc12
  CHT allo act: i
  CHT block: i

Compound: CC1CCCCN1Cc1ccc(-c2nn[nH]n2)cc1 (stereo not given)
  CHT allo act: i
  CHT block: i

Additional structures:
Values run as follows: CHT allo act, CHT block
- COc1ccccc1NC(=O)COC(=O)CNC(=O)c1ccc(OC)c(OC)c1
→ i, i
- Cc1ccc(C(=O)NC(=S)Nc2cc(-c3nc4ccccc4s3)ccc2C)cc1
→ i, i
- CCc1ccc(/C=N/NC(=O)Cc2cccn2C)cc1
→ i, i
- CCN1CCN(C(=O)c2ccccc2N(Cc2ccccc2)S(=O)(=O)c2ccc(OC)cc2)CC1
→ i, i
- Cc1cccc(NC(=S)NC(=O)Cc2ccccc2)c1C
→ i, i
- COC(=O)c1ccc(NC(=O)C(=O)N2CCN(C(=S)NCCc3ccccc3)CC2)cc1
→ i, i
- O=C(OCc1cc2ccccc2[nH]c1=O)C1CCCCC1
→ i, i
- CSc1ccc(CN2CCC(CO)(Cc3ccc(Cl)cc3)CC2)cc1
→ i, i
- COc1cc(OC)c(NC(=O)c2sc3ncn(CC(=O)N4CCN(c5ccccn5)CC4)c(=O)c3c2C)cc1Cl
→ i, i
- Cc1cc(C)nc(NS(=O)(=O)c2ccc(N3C(=O)C4CC=C(Cl)CC4C3=O)cc2)n1 (stereo not given)
→ i, i
- COc1ccc(C2=NNC(c3ccco3)=Nc3ccc(F)cc32)cc1
→ i, i
- NNC(=O)/C(=C\c1ccc(Br)cc1)NC(=O)c1cccs1
→ i, i
- CCOC(=O)N1CCC(NC(=O)c2ccc(CNS(=O)(=O)c3ccc(F)cc3)cc2)CC1
→ i, i
- COc1ccc(OC)c(NC(=O)CSc2nncc3ccccc23)c1
→ i, i
- O=S(=O)(Nc1cccc(-n2cnnn2)c1)c1cc(Br)ccc1Br
→ i, i
- Cc1ccc(/C=C2\OC(=O)c3ccccc32)cc1
→ i, i
- N#Cc1ncccc1CCc1cccc(Cl)c1
→ i, i
- COc1ccc(-c2cc(C(=O)OC(C)C(=O)Nc3c(C)n(C)n(-c4ccccc4)c3=O)c3ccccc3n2)cc1 (stereo not given)
→ i, i
- CCN(CC)CCNC(=O)c1ccc(NC(=O)c2ccc(F)cc2)cc1
→ i, i
- Cc1ccc2c(c1)/C(=N/N1C(=O)c3ccccc3C1=O)C(=O)N2
→ i, i
- CC(=O)N1c2ccc(S(=O)(=O)N3CCC(C(=O)Nc4cccc(Cl)c4)CC3)cc2CC1C (stereo not given)
→ i, i
- Cc1ccc(C(=O)N/N=C\c2cccc(OC(=O)c3cccc(F)c3)c2)cn1
→ i, i
- O=C(CN1CCN(c2cccc(Cl)c2)CC1)Nc1nccs1
→ i, i
- CC1CN(C(=O)c2ccccc2Sc2ccccc2C#N)CC(C)O1 (stereo not given)
→ i, i
- O=c1[nH]c(/C=C\c2cccs2)nc(O)c1[N+](=O)[O-]
→ i, i
- CC1CC(C)(C)N(C(=O)CN2C(=O)CCC2=O)c2ccccc21 (stereo not given)
→ i, i
- COc1nc(Nc2nc3ccccc3c(=O)[nH]2)nc2ccc(C)cc12
→ i, i
- Cc1cc(Cl)c(S(=O)(=O)Nc2ccc(Cl)cn2)cc1OCC(N)=O
→ i, i
- CCc1ccc(C(=O)/C=C/Nc2ccc(S(=O)(=O)Nc3cnc4ccccc4n3)cc2)cc1
→ i, i
- O=C(CSc1nnc(-c2ccc(O)cc2)o1)NNC(=O)c1ccncc1
→ i, i
- CCOc1ccc(NC(=O)[C@H](Cc2ccccc2)NC(=O)C2CCNCC2)cc1
→ i, i
- O=C(CCCSc1nc2ccccc2[nH]1)NCc1ccc(Cl)cc1
→ i, i
- Cc1cc(C)c(C#N)c(SCC(=O)N2CCN(Cc3ccccc3)CC2)n1
→ i, i
- COc1ccc(N2CCN(c3ccc(C(N)=O)cc3[N+](=O)[O-])CC2)cc1
→ i, i
- COc1ccc(CN(C)Cc2nc(Cc3ccccc3Cl)no2)cc1OC
→ i, i
- CCc1cc2c3c(c(=O)oc2cc1OC)CCCC3
→ i, i
- CC(/C=N/NC(=O)c1cc(-c2ccc3ccccc3c2)n[nH]1)=C\c1ccco1
→ i, i

The order is random, and some 1.5% of all compounds hit somewhere here.
